TbMetRS inhib = T. brucei MetRS inhibitors, primary screen, biochemical, luminescence; methionyl-tRNA synthetase (Trypanosoma brucei brucei); purified T. brucei MetRS, ATP depletion, Kinase-Glo luminescence; inhibition, % at 11.9 µM; hit rate 0.4% among 360,000; AID 624268, 2012;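 active means inhibition above a per-plate cutoff of the control wells' mean inhibition plus 3 SD, cut at about 5.5% in these data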;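 further: 0% = DMSO wells median and 100% = median of wells with control inhibitor compound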
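System: purified T. brucei MetRS enzyme / Detection: Kinase-Glo luciferase luminescence reporting remaining unconsumed ATP / Medium: HEPES buffer with MgCl2, KCl, DTT, spermine, BSA, pyrophosphatase / Replication: singlicate, one well per compound / Evaluation: percent inhibition relative to median high and low control wells / Schedule: 2 h aminoacylation at 25 °C after 15 min preincubation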
Scp-1 inhibitor = Scp-1 phosphatase inhibitors, primary screen, biochemical, colorimetric, uHTS | Recombinant Scp1, phosphopeptide, malachite green phosphate absorbance | inhibition, % at 20 µM | hit rate 0.88% among 340,000 | AID 493091, 2011;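 active means inhibition above about 50% at 20 µM, limit read from the data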;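 further: plate controls were DMSO wells with enzyme for no effect and wells lacking enzyme for full effect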
Target sequence (Q9GZU7 76-261 limits assumed): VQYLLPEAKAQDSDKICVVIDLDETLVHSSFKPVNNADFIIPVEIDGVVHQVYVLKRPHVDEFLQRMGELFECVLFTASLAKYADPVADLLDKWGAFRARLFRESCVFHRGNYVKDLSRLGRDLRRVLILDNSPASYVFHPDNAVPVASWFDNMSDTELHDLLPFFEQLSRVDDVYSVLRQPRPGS
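Test system: SCP-1 phosphatase catalytic domain, residues 76-261 | Compound dosing: One concentration, 20 µM, with 1.0% DMSO | Schedule: 45 min room-temperature reaction, 5 min colour, 30 min stabiliser | Detection: Absorbance at 630 nm | Read-out basis: % inhibition of SCP-1 phosphate liberation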
SUMO1-SIM PPI = modulators of SUMO1 protein-protein interactions, primary screen, biochemical, uHTS. Small ubiquitin-related modifier 1 (Homo sapiens), P63165. SUMO1 binding to a labelled peptide, TR-FRET, 1 h. inhibition, % at 20 µM. hit rate 0.33% among 360,000. AID 602429, 2012; in the data active means inhibition above about 37%
Target sequence (P63165 whole entry, looked up): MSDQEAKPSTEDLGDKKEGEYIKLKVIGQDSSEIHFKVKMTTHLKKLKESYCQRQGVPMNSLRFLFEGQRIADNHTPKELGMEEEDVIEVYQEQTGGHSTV
NRP1-CendR mod = modulators of CendR peptide binding to NRP-1, primary screen, biochemical, fluorescence polarization, uHTS; hit rate 0.85% among 360,000; Neuropilin-1 (Homo sapiens), O14786; FAM-RPARPAR peptide binding to NRP-1; AID 602438, 2012; inhibition, % at 25 µM;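 active means inhibition or corrected inhibition above about 18%, plus a signal ratio from 0.5 to 1.5, limit read from the data, passing the limit was not always enough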; further: strong numbers were not always called active
LMPTP block = LMPTP phosphatase inhibitors, primary screen, biochemical, fluorescence intensity, uHTS | Low molecular weight phosphotyrosine protein phosphatase (Homo sapiens), P24666 | recombinant LMPTP-A, OMFP fluorogenic substrate | inhibition, % at 20 µM | hit rate 0.22% among 360,000;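 active means compounds that cut the enzyme signal by at least half of the control window in the single-dose screen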;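 further: plate controls were DMSO wells with enzyme plus substrate for no effect and substrate without enzyme for full effect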
Target sequence (P24666 whole entry, looked up): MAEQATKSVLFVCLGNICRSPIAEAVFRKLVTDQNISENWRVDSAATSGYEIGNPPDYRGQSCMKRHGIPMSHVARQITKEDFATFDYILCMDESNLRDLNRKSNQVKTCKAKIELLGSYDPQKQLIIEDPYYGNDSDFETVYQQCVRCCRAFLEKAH
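Assay system: LMPTP-A, protein tyrosine phosphatase of low molecular weight / Medium: pH 6.0 Bis-Tris buffer with DTT and Triton X-100 / Schedule: 50 min enzyme reaction at room temperature, protected from light / Measured by: endpoint fluorescence intensity from OMFP dephosphorylation / Read-out basis: % inhibition relative to no-enzyme and uninhibited control wells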
DNMT1 block = human DNMT1 methyltransferase inhibitors, primary screen, biochemical, molecular beacon, fluorescence, HinP1I cleavage, uHTS | inhibition (reported as % activation of signal), % at 10 µM | hit rate 0.83% among 360,000 | DNA (cytosine-5)-methyltransferase 1 (Homo sapiens), P26358; in the data active means inhibition above about 50%
MsrA inh = bovine MsrA enzyme inhibitors, primary screen, biochemical, absorbance, HTS; purified bovine MsrA, absorbance read-out; inhibition, % at 15.5 µM; hit rate 0.75% among 360,000; AID 651718, 2012; in the data active means inhibition above about 4.5%;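 further: 0% = vehicle wells with enzyme and 100% = reference inhibitor wells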
bovine MsrA act = bovine MsrA enzyme activators, primary screen, biochemical, absorbance, HTS | Methionine sulfoxide reductase A (Bos taurus) | purified bovine MsrA, absorbance read-out | activation, % at 10.6 µM | hit rate 0.3% among 360,000 | AID 602163, 2012; in the data active means activation above about 7.5%;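 further: 0% = vehicle and 100% = reference activator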
eLon inh = inhibitors of E. coli Lon protease, primary screen, biochemical, fluorescence polarization; P0A9M0; purified E. coli Lon protease; inhibition, % at 7.94 µM; hit rate 0.42% among 360,000; AID 602123, 2011; in the data active means inhibition above about 13%, passing the limit was not always enough;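 further: 0% = enzyme with probe and DMSO and 100% = no enzyme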
STEP inh = STEP phosphatase inhibitors, primary screen, biochemical, fluorescence intensity, uHTS; recombinant STEP, OMFP fluorogenic substrate; inhibition, % at 20 µM; hit rate 0.25% among 360,000; AID 588621, 2011;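 active means inhibition at 20 µM, scaled per plate between control wells, above about 37%, limit read from the data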;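 further: 0% = DMSO with enzyme and substrate and 100% = substrate only without enzyme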
Target sequence (P54829 whole entry, looked up): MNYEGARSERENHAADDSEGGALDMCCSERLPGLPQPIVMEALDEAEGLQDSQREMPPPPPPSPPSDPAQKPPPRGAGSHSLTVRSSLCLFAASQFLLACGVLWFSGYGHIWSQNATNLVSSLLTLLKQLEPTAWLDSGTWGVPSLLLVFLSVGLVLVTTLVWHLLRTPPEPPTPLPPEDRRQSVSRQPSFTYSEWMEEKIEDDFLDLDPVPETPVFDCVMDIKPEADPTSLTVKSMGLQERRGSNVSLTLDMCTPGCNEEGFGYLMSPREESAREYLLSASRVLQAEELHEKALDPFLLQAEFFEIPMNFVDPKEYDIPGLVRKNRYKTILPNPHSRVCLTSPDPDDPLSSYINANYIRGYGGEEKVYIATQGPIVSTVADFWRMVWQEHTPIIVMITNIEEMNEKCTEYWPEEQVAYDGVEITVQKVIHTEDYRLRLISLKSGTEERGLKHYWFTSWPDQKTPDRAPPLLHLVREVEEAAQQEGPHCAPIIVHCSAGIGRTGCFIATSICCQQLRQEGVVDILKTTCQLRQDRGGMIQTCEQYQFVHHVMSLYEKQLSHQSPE
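Also added – OMFP at 25 µM · Test system – STEP tyrosine phosphatase · Technique – FITC-channel fluorescence of OMFP product · Schedule – 20 min at room temperature, dark · Evaluation – control-normalized % inhibition with plate pattern correction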
* hit, by the source's call; nt = not tested or not shown.

Second line of a record – SUMO1-SIM PPI, LMPTP block, Scp-1 inhibitor, MsrA inh, NRP1-CendR mod, eLon inh, DNMT1 block, TbMetRS inhib, STEP inh, bovine MsrA act
1: CC(=O)NS(=O)(=O)c1ccc(N=NN2CCOCC2)cc1
→ -5, -1.2, -5, 4.0, 27*, -1, 2, 0.0, 1, -3
2: CCC(C)c1ccccc1NC(=O)COC(=O)c1ccc2[nH]c3c(c2c1)CCCC3 (stereo unspecified)
→ 3, 4.6, -7, -0.3, 20, -4, -12, 0.7, 1, -5
3: CC(=O)c1c(C(C)=O)c(C)n(NC(=O)c2ccc(Cl)cc2)c1C
→ 7, 0.6, -3, 0.2, -17, 7, 0, -0.4, 0, 2
4: Nc1ccc2ccccc2c1C(=O)c1ccccc1
→ -12, 0.0, -4, 0.4, -1, -10, 0, -0.1, -1, -3
5: CC1CCCC(=C\c2ccccc2)/C1=N/O (stereo unspecified)
→ 1, -0.6, -15, -0.2, -2, -4, 1, -0.5, -3, -1
6: O=C(/C=C/c1ccc(O)cc1)c1ccc(NC2=C(N3CCCCC3)C(=O)c3ccccc3C2=O)cc1
→ -1, 1.6, -20, 3.1, -3, -23, -2, -0.2, 3, 1
7: CCN(c1cccc(C)c1)S(=O)(=O)c1ccc(-c2ccc(=O)[nH]n2)o1
→ -35, -1.5, 1, -0.4, -1, -8, 0, -0.8, 1, -8
8: CCCS(=O)(=O)NCCc1cc2ccc(C)cc2[nH]c1=O
→ 0, -0.8, 2, 2.0, 8, 2, 3, -0.3, 2, -3
9: CSCC[C@H](NC(=O)C1CCN(S(=O)(=O)c2ccc(C)cc2)CC1)C(=O)NCc1ccco1
→ 0, -0.3, 10, 0.3, 0, -7, 6, -1.9, -2, -12
10: CC(/C=C/C=C/c1ccccc1)=N/NC(=O)CNc1ccc(C)cc1
→ -14, 6.2, 4, 2.1, -8, -4, -9, -1.1, -8, -12
11: Cc1ccc(C)c(NS(=O)(=O)c2c(C)nc3sccn3c2=O)c1
→ 5, -0.6, -13, 2.2, 9, 1, -3, 0.1, -1, 4
12: CC(/C=N\NC(=O)c1cccnc1)c1ccccc1 (stereo unspecified)
→ -1, -0.3, -3, 1.1, 33*, -2, 3, -1.6, -2, -10
13: CCCCCCC(=O)N(O)C1CC(=O)N(c2ccc(C)cc2)C1=O (stereo unspecified)
→ 0, -2.5, 26, 0.4, 9, -7, -5, -1.3, 0, -16
14: Cc1cc(N2CCN(C(=O)c3ccco3)CC2)n2nc(-c3cccc(Cl)c3)cc2n1
→ 12, 1.2, 12, 1.1, -7, -1, -12, -0.4, -2, -10
15: CC(C)CCCCCCCCCCCCC(=O)NCC(=O)NC1C(C)OC(Nc2ncnc3nc[nH]c23)C(O)C1O (stereo unspecified)
→ 12, -1.4, -8, -0.7, -12, 5, 94*, 0.1, 1, -6
16: CC(C)NC(=O)CC(c1ccccc1)c1cc(Br)ccc1O (stereo unspecified)
→ 10, -0.2, -2, nt, -7, -4, -1, -0.2, 6, -3
17: CC1=CC2=NC(=O)/C(=C\c3ccc(OC(=O)c4ccco4)cc3)C(=N)N2O1
→ -6, -0.8, -3, 1.6, 2, -10, 4, -0.2, -3, -2
18: COc1ccccc1NC(=O)C(=O)NCC1COc2ccccc2O1 (stereo unspecified)
→ -1, 0.6, -16, 0.3, 4, 4, -2, -0.2, 1, 6
19: CCOC(=O)c1nn(-c2cccc(Cl)c2)c(C)c1C(C)=O
→ 0, -2.0, -8, 1.3, 8, 3, 1, 0.0, 0, 0
20: O=C(Nc1ccc(F)cc1)c1ccc(S(=O)(=O)NCc2cccnc2)cc1
→ -3, 1.7, -3, -0.1, 14, 2, 0, -0.7, 2, -2

(listing goes on)
Second line of a record – SUMO1-SIM PPI, LMPTP block, Scp-1 inhibitor, MsrA inh, NRP1-CendR mod, eLon inh, DNMT1 block, TbMetRS inhib, STEP inh, bovine MsrA act
21: COc1ccccc1-c1ccccc1C1=CC(=O)CC(C)(C)C1=O
→ -13, -0.6, nt, 0.7, 15, 13, 4, -1.0, -1, -1
22: N#C/C(C(=O)N1CCCCC1)=C1/N=C(N)c2ccccc21
→ -18, -1.7, -4, 2.8, 15, 6, -4, 0.1, -1, -5
23: COC(=O)COc1ccc(S(=O)(=O)N2CCCCCC2)cc1C
→ 6, -0.5, -9, 0.5, 6, -2, 0, 0.2, -3, -1
24: NN(Cc1ccccc1)C(=S)Nc1ccc(Cl)c(Cl)c1
→ 5, 3.8, -10, 0.0, -5, -14, 1, -0.3, 1, -4
25: COc1ccc(CC(=O)Nc2ccc(S(=O)(=O)Nc3onc(C)c3C)cc2)cc1OC
→ 0, -0.6, -1, -0.6, 0, -2, 0, -0.5, -3, -2
26: CCOC(=O)c1cnn(CCOC(=O)C(C)(C)C)c1NC(=O)C(C)(C)C
→ -3, -0.6, -4, -0.2, -5, 2, 1, 0.1, 1, 1
27: COCCCNC(=O)Cn1c(=O)n(CCCCCC(=O)Nc2ccccc2)c(=O)c2sccc21
→ -2, -0.5, -1, -0.3, 6, -13, 2, -0.1, -5, -9
28: O=C(Nc1cc(C(=O)N2CCCC2)ccc1N1CCCC1)C1CC1
→ -4, -0.7, -13, 0.6, -7, 5, -6, -0.3, -1, -2
29: COc1ccc(Br)cc1CNC(=O)C1CCCN(S(C)(=O)=O)C1 (stereo unspecified)
→ 0, 1.3, -4, 0.2, -4, -1, 10, 0.0, 3, -2
30: CN(C)S(=O)(=O)c1ccc(/C(O)=C2/C(=O)C(=O)N(CCCN3CCOCC3)C2c2ccncc2)cc1 (stereo unspecified)
→ -8, -2.0, 1, 2.2, 9, -5, 2, -1.2, -4, -12
31: O=C(NCc1ccccc1Cl)c1cccc(C(F)(F)F)c1
→ 1, 0.2, -6, -0.8, -2, -3, 3, -0.5, 2, -7
32: O=C1CC(N2CCOCC2)C(=O)N1Cc1ccc(N2CCCC2=O)cc1 (stereo unspecified)
→ -4, 0.1, -5, -0.3, -2, -9, 4, -0.4, -4, -4
33: CCN(CC(=O)Nc1cc(Cl)ccc1-n1cncn1)Cc1nc2ccccc2c(=O)[nH]1
→ -2, -2.1, 0, 0.7, -5, 2, 2, -0.2, 0, -4
34: Cc1ccc(-c2noc(CNS(=O)(=O)c3ccccc3)n2)cc1
→ 0, 0.4, -9, 1.5, -14, -2, -2, -0.1, 1, 0
35: CCOC(=O)N1CCN(C(=O)c2cc(C)c3c(C)nn(-c4ccccc4)c3n2)CC1
→ 3, -2.2, -8, 0.2, -4, -13, -1, 0.2, -4, -1
36: O=C1c2cccc3cccc(c23)C(=O)N1Cc1cccnc1
→ -35, 0.8, -9, 1.4, -6, 0, 2, 0.0, -1, -5
37: CC1CCN(C(=O)COC(=O)[C@H](C)NS(=O)(=O)/C=C/c2ccccc2)CC1
→ -5, -1.4, 1, -0.1, -2, -5, 4, -1.6, -1, -2
38: Cc1ccc(C(C)(C)C)cc1S(=O)(=O)NC(=O)c1ccccc1
→ -4, -1.3, -1, 0.4, 3, -3, 0, 0.1, -1, -3
39: Cc1c(C(=O)N2CC(C)OC(C)C2)sc2nc(-c3ccc(F)cc3)cn12 (stereo unspecified)
→ 2, 0.9, -14, -0.7, -6, 7, -3, 0.3, 17, -2
40: CSCC[C@H](NC(=O)C1CCCC1)c1nc2ccccc2[nH]1
→ 0, -0.2, 7, 0.8, 4, -16, 0, -1.9, 0, -8

Continued.
Second line of a record – SUMO1-SIM PPI, LMPTP block, Scp-1 inhibitor, MsrA inh, NRP1-CendR mod, eLon inh, DNMT1 block, TbMetRS inhib, STEP inh, bovine MsrA act
41: O=C1CC[C@@H](C(=O)N2CSC[C@@H]2C(=O)Nc2cccc(C(F)(F)F)c2)N1
→ 2, -1.8, nt, -0.3, 6, -15, 4, -0.1, -2, -2
42: COc1cccc(C(=O)Nc2nnc(-c3ccccc3)s2)c1OC
→ 6, 5.3, -8, 0.3, -6, -4, -1, -0.4, -2, 2
43: COc1c(O[C@@H]2O[C@H](CO)[C@@H](O)[C@H](O)[C@H]2O)cc2c(c1OC)-c1ccc(SC)c(=O)cc1C(NC(C)=O)CC2 (stereo partly specified)
→ -22, -2.5, -6, 1.0, -6, -6, 6, -1.7, -2, -12
44: COCc1ccc(-c2c(-c3cc(OC)cc(OC)c3)oc(=O)c3cc(OC)c(OC)cc23)cc1
→ -1, 3.3, -12, -1.4, 4, -9, -13, -0.3, 3, -3
45: COc1ccnc(-n2cccc2C#N)c1C#N
→ -1, -0.2, -2, 1.3, 3, -3, 1, -0.8, -2, -5
46: Cc1ccc(NC(=O)c2oc3ccccc3c2C)nc1
→ -1, -0.2, 12, -0.7, 2, -8, 3, -0.1, -4, -2
47: O=C(Nc1ccccn1)c1ccc(S(=O)(=O)N2CCCCC2)cc1
→ -1, -0.9, -1, -1.4, 17, -3, 5, 0.0, -1, 0
48: O=C(Nc1c(-c2ccccc2)nc2ccccn12)c1ccccc1F
→ 6, -0.5, -7, -0.9, 3, 2, 2, -1.3, 3, 1

Full records, quoted from the list. Screens in order: SUMO1-SIM PPI	LMPTP block	Scp-1 inhibitor	MsrA inh	NRP1-CendR mod	eLon inh	DNMT1 block	TbMetRS inhib	STEP inh	bovine MsrA act
`COc1cccc(C(=O)Nc2nnc(-c3ccccc3)s2)c1OC` in the list: 6	5.3	-8	0.3	-6	-4	-1	-0.4	-2	2
`O=C1CC[C@@H](C(=O)N2CSC[C@@H]2C(=O)Nc2cccc(C(F)(F)F)c2)N1` in the list: 2	-1.8	nt	-0.3	6	-15	4	-0.1	-2	-2
`Cc1ccc(NC(=O)c2oc3ccccc3c2C)nc1` in the list: -1	-0.2	12	-0.7	2	-8	3	-0.1	-4	-2
`COc1ccnc(-n2cccc2C#N)c1C#N` in the list: -1	-0.2	-2	1.3	3	-3	1	-0.8	-2	-5
